# Source: PubChem (several laboratories)
# MsrA inhibitor: inhibitors of bovine MsrA; purified bovine MsrA, absorbance read-out; AID 651718; inhibition, % at 15.5 µM; hit rate 0.75% among 360,000; in the data active means inhibition above about 4.5%;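 further: 0% = vehicle wells with enzyme and 100% = reference inhibitor wells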
# MsrA act: activators of bovine methionine sulfoxide reductase A; activation, % at 10.6 µM; hit rate 0.3% among 360,000; purified bovine MsrA, absorbance read-out; in the data active means activation above about 7.5%;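 further: 0% = vehicle and 100% = reference activator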
# DNMT1 block: inhibitors of human DNMT1; P26358; DNMT1 molecular beacon, Hinp1I cleavage, fluorescence; inhibition (reported as % activation of signal), % at 10 µM; hit rate 0.83% among 360,000; AID 588458; in the data active means inhibition above about 50%
# Target sequence (P26358 504-1616 limits assumed): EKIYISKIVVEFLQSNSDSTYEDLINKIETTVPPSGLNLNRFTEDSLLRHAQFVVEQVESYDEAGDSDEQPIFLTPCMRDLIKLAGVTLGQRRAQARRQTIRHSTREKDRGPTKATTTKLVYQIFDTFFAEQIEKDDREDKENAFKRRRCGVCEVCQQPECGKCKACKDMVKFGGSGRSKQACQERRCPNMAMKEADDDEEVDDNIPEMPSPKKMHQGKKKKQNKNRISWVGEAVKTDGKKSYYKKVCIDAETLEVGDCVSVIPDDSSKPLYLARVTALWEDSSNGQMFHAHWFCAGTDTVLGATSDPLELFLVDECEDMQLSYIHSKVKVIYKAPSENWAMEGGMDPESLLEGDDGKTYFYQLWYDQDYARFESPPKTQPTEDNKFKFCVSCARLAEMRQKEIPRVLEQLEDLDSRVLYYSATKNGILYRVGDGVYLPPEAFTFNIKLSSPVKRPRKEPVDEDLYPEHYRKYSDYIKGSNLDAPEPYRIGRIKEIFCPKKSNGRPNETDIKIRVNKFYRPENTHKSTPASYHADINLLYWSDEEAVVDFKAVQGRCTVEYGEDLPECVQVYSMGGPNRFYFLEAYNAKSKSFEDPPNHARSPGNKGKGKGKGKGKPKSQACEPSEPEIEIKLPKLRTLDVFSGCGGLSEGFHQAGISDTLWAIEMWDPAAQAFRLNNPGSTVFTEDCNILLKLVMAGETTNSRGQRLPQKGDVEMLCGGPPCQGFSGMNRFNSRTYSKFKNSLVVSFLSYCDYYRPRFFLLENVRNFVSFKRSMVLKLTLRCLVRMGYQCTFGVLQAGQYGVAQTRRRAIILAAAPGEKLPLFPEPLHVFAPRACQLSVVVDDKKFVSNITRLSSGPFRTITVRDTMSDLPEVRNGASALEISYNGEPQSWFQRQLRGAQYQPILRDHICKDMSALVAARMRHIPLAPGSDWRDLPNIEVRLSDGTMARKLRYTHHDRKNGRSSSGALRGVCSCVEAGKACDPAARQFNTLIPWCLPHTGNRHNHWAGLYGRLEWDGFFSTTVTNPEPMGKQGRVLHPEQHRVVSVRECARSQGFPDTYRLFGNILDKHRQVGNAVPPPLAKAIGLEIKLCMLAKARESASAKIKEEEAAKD
# NRP1-CendR mod: alters CendR peptide binding to human NRP-1. O14786. FAM-RPARPAR peptide binding to NRP-1, fluorescence polarization. inhibition, % at 25 µM. hit rate 0.85% among 360,000. AID 602438;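 active means inhibition or corrected inhibition above about 18%, plus a signal ratio from 0.5 to 1.5, limit read from the data, passing the limit was not always enough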; further: strong numbers were not always called active
# Scp1 inh: inhibitors of human Scp-1 phosphatase; Q9GZU7; Recombinant Scp1, phosphopeptide, malachite green phosphate absorbance; inhibition, % at 20 µM; hit rate 0.88% among 340,000; AID 493091;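 active means inhibition above about 50% at 20 µM, limit read from the data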;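 further: plate controls were DMSO wells with enzyme for no effect and wells lacking enzyme for full effect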
#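 Times: enzyme reaction 45 min at room temperature, colour 5 min, stabilisation 30 min. Material: SCP-1 catalytic fragment, aa 76-261. Medium: Acidic Tris acetate buffer with magnesium and detergent. Signal: colorimetric free-phosphate detection, absorbance 630 nm. Read-out basis: % inhibition of SCP-1 phosphate liberation. Reagent: Phosphorylated 17-residue peptide substrate.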
# SUMO1 PPI mod: alters human SUMO1 binding to SIM partners; P63165; SUMO1 binding to a labelled peptide, TR-FRET, 1 h; inhibition, % at 20 µM; hit rate 0.33% among 360,000; in the data active means inhibition above about 37%
# TbMetRS inhib: Trypanosoma brucei MetRS inhibition; purified T. brucei MetRS, ATP depletion, Kinase-Glo luminescence; inhibition, % at 11.9 µM; hit rate 0.4% among 360,000;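 active means inhibition above a per-plate cutoff of the control wells' mean inhibition plus 3 SD, cut at about 5.5% in these data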;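 further: 0% = DMSO wells median and 100% = median of wells with control inhibitor compound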
#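 Test system – parasite MetRS enzyme · Reagent – substrates ATP, L-methionine and bulk Escherichia coli tRNA · Doses – 11.9 µM compound single dose, 0.9% DMSO · Times – 15 min enzyme-compound preincubation, 2 h reaction, 10 min detection, 25 °C · Signal – Kinase-Glo luminescence, ATP depletion format · Controls – DMSO-only wells as low control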
# eLon inh: E. coli protease La inhibition | AID 602123 | purified E. coli Lon protease, fluorescence polarization | inhibition, % at 7.94 µM | P0A9M0 | hit rate 0.42% among 360,000; in the data active means inhibition above about 13%, passing the limit was not always enough;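 further: 0% = enzyme with probe and DMSO and 100% = no enzyme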
# STEP inh: blocks human striatal-enriched tyrosine phosphatase | recombinant STEP, OMFP fluorogenic substrate, fluorescence | P54829 | hit rate 0.25% among 360,000 | inhibition, % at 20 µM;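 active means inhibition at 20 µM, scaled per plate between control wells, above about 37%, limit read from the data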;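 further: 0% = DMSO with enzyme and substrate and 100% = substrate only without enzyme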
#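 material = STEP tyrosine phosphatase | reagent = fluorogenic phosphatase substrate OMFP at 25 µM final | doses = single compound dose of 20 µM, 1% DMSO final | schedule = 20 min reaction, room temperature, in the dark | measured by = fluorescence, 480/540 nm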
# LMPTP block: blocks human LMPTP phosphatase; P24666; recombinant LMPTP-A, OMFP fluorogenic substrate, fluorescence intensity; inhibition, % at 20 µM; hit rate 0.22% among 360,000; AID 651560;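 active means compounds that cut the enzyme signal by at least half of the control window in the single-dose screen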;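 further: plate controls were DMSO wells with enzyme plus substrate for no effect and substrate without enzyme for full effect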
#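 Test system – LMPTP-A phosphatase enzyme · Quantity – 0.625 nM LMPTP-A final · Reagent – OMFP substrate, 400 µM final · Dosing – one test concentration per compound, 20 µM, with 3% DMSO overall · Timing – 50 min enzyme reaction at room temperature, protected from light · Detection – fluorescence intensity · Controls – substrate-only low control, DMSO enzyme-plus-substrate high control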
# Numbers without * were called inactive; . = no result given.
# Start of the data: the first 6 records as a preview:
SMILES,MsrA inhibitor,MsrA act,DNMT1 block,NRP1-CendR mod,Scp1 inh,SUMO1 PPI mod,TbMetRS inhib,eLon inh,STEP inh,LMPTP block
O=C(NC1CCCCC1)c1cc(-c2ccc(O)cc2)on1,-1.4,0,0,12,-4,8,0.3,2,4,0.2
Cc1ccc(NC(=O)C2(C)CCN2Cc2ccccc2OC(F)F)cc1 (stereo unspecified),0.3,0,0,0,.,11,0.3,2,2,1.6
COC(=O)c1oc(-c2ccc(Cl)cc2)nc1C,-0.1,-2,2,6,-6,-3,0.3,-6,-2,-1.1
O=C(c1ccc(COc2ccccc2Br)o1)N1CCCCCC1,0.3,-3,0,-1,-5,-3,0.5,-4,5,1.0
COc1ccc(-c2ccc(/C=C3\C(=O)N(c4ccccc4)N=C3c3ccccc3)o2)c([N+](=O)[O-])c1,0.2,-3,17,-4,-8,-4,0.9,-3,4,3.5
O=C(CSc1nc(-c2ccccc2)cs1)N1CCc2ccccc21,1.0,1,-1,4,-7,-2,-0.6,3,1,3.0

# This part in full, repeating the preview:
SMILES,MsrA inhibitor,MsrA act,DNMT1 block,NRP1-CendR mod,Scp1 inh,SUMO1 PPI mod,TbMetRS inhib,eLon inh,STEP inh,LMPTP block
O=C(NC1CCCCC1)c1cc(-c2ccc(O)cc2)on1,-1.4,0,0,12,-4,8,0.3,2,4,0.2
Cc1ccc(NC(=O)C2(C)CCN2Cc2ccccc2OC(F)F)cc1 (stereo unspecified),0.3,0,0,0,.,11,0.3,2,2,1.6
COC(=O)c1oc(-c2ccc(Cl)cc2)nc1C,-0.1,-2,2,6,-6,-3,0.3,-6,-2,-1.1
O=C(c1ccc(COc2ccccc2Br)o1)N1CCCCCC1,0.3,-3,0,-1,-5,-3,0.5,-4,5,1.0
COc1ccc(-c2ccc(/C=C3\C(=O)N(c4ccccc4)N=C3c3ccccc3)o2)c([N+](=O)[O-])c1,0.2,-3,17,-4,-8,-4,0.9,-3,4,3.5
O=C(CSc1nc(-c2ccccc2)cs1)N1CCc2ccccc21,1.0,1,-1,4,-7,-2,-0.6,3,1,3.0
CCN(CC(=O)Nc1ccccc1OC)C(=O)COc1ccc(C#N)cc1,-0.7,-8,2,8,-2,0,-0.4,-3,-2,-0.3
N#CCCN(C(=O)COC(=O)c1ccc(S(=O)(=O)N2CCCC2)cc1)c1cccc(Cl)c1,-0.5,-3,-2,9,-9,3,0.0,-8,2,0.9
Cc1nn(-c2ccccc2)c(C)c1/C=N/NC(=O)c1cccs1,3.0,-6,1,1,-4,2,-0.2,-7,-6,-0.3
O=C(Nc1nnc(-c2ccccc2F)s1)C1CCCO1 (stereo unspecified),-0.7,-2,38,6,3,5,0.0,-8,4,0.0
CC(NCCC(Cc1ccccc1)c1ccco1)c1ccccc1 (stereo unspecified),0.2,-1,1,4,-4,-2,-0.2,18*,0,1.0
Cc1ccc(C)c(NC(=O)CN(C)C(=O)c2ccccc2OCc2ccc(Cl)cc2)c1,0.9,-1,5,-8,-3,2,0.0,0,1,1.0
CNC(=O)CN1C(=O)NC(c2ccccc2)(c2ccccc2)C1=O,-0.9,-12,1,11,2,6,-0.5,8,0,1.0
O=C(NCC(=O)N1CCN(c2ccccc2)CC1)c1ccc(Br)o1,-0.2,-2,1,4,-10,5,0.0,-7,1,0.1
CCC(=O)N1CCc2cc(Br)cc(S(=O)(=O)N3CCN(C(=O)c4ccco4)CC3)c21,1.4,3,-4,0,2,2,0.2,-5,0,-1.6
Cc1cc(C)n(CC(=O)N2c3ccccc3Sc3ccc(C(F)(F)F)cc32)n1,-0.3,1,-2,-3,-2,2,0.3,-4,-3,0.2
Cc1ccc(CN2CC(=O)N3[C@H]4c5cc(C)ccc5OC[C@@H]4[C@H](c4ccccc4)[C@]3(C)C2=O)cc1,-1.2,-1,3,-3,-11,1,-0.3,-12,0,2.7
COc1ccc(C(C(=O)NC2CCCC2)N(C(=O)c2ccco2)c2cccc(C(C)=O)c2)cc1OC (stereo unspecified),-1.3,-6,0,8,9,1,-0.1,8,0,0.0
O=C1CC(Nc2ccc(N3CCOCC3)cc2)C(=O)N1CCc1ccccc1 (stereo unspecified),-0.5,-1,-5,4,-2,-6,-0.6,-2,2,1.6
O=C(COc1cccc(Cl)c1)NCC(c1cccs1)N1CCOCC1 (stereo unspecified),0.2,-1,-1,-2,-10,1,-0.4,1,-3,0.5
Cc1nc(CCNS(=O)(=O)c2cccnc2)cs1,0.2,-2,-2,-12,-6,-4,0.1,-10,5,2.1
COc1cc(C(CCN2CCOCC2)c2c(OC)cc(OC)c3c2OC(=O)CC3c2ccc(N(C)C)cc2)cc(OC)c1OC (stereo unspecified),-0.1,0,-9,14,-1,3,-0.3,-8,0,1.2
Cc1ccc(-c2nc3nc4ccccc4nc3n2Cc2ccco2)cc1,-0.4,-2,4,-2,-5,-7,0.4,1,2,0.7
CC(C)Oc1ccc(C(=O)NCC(=O)N2CCN(S(=O)(=O)/C=C/c3ccccc3)CC2)cc1,-0.9,-5,-5,9,-5,-2,-0.4,-1,3,1.4
COc1nc(/C(N)=N/O)nc(N2CCCCC2)n1,1.9,-4,3,19,-6,1,0.0,-7,10,0.0
Cc1ccc(NC(=O)Cc2n[nH]c(=O)c3ccccc23)cc1S(=O)(=O)N1CCCCCC1,-0.1,0,0,1,-10,5,0.0,0,-1,0.4
CCOC(=O)C1C(=O)CC(C)(O)C(C(=O)OCC)C1c1ccccc1 (stereo unspecified),-1.6,-2,-1,5,3,0,-0.4,-14,0,0.3
COc1ccc(S(=O)(=O)NCCCN2CCOCC2)c2ccccc12,0.1,1,-6,2,-4,-4,-0.3,-2,-1,-1.1
Cn1cccc1-c1cc(C(=O)N2CCc3c([nH]c4ccccc34)C2c2ccccn2)[nH]n1 (stereo unspecified),0.3,-6,-31,-9,-17,0,-0.2,-10,1,1.7
Cn1cc(Cc2ccc(C(=O)N3CCOCC3)cn2)c2ccccc21,-0.1,0,3,4,.,-5,0.2,3,-1,0.8
O=c1c(-c2nc3ccccc3s2)cccn1Cc1ccc(Cl)cc1,-0.5,-4,-8,-10,-8,-14,-1.3,-9,-3,2.6
OC(COC(c1ccc(Cl)cc1)c1ccc(Cl)cc1)CN1CCCC1 (stereo unspecified),-0.1,-7,-1,-5,5,0,-1.3,-14,0,-2.2
CN(Cc1ccc(F)cc1)C(=O)CNC(=O)c1ccc2c(c1)OCO2,-1.0,-2,2,12,1,-2,-0.4,-5,-4,0.1
COc1ccc(CCNC(=O)c2ccc3ccccc3n2)cc1,1.5,-2,2,-1,1,-8,0.4,-12,1,1.3
CSc1nc2ccccc2n1CC(=O)Nc1c(C)cccc1C,0.4,1,0,10,-3,4,0.3,4,2,0.6
Cc1ccccc1COC(=O)c1nn(-c2ccccc2)nc1N,2.0,0,-4,4,-5,-2,-0.6,2,-3,1.1
Nc1nnc(Cc2ccccc2F)s1,-0.3,1,1,-12,-10,-3,-0.7,-7,-1,-0.2
CCCC(=O)N(Cc1cc(=O)[nH]c2ccccc12)c1ccc(OC)cc1,-0.5,-4,0,1,-2,-1,0.0,-3,-2,-0.7
CC(C)CNc1nc(SCC(=O)Nc2ccccc2)nc(N2CCOCC2)n1,-1.3,0,-1,-4,5,0,-0.4,0,1,-0.4
NC(=O)c1ncn([C@@H]2O[C@H](CN=C3NS(=O)(=O)c4ccccc43)[C@@H](O)[C@H]2O)n1,0.5,0,-28,-3,-14,3,-0.9,-8,-3,-2.0
COc1cccc(NC(=O)c2cc3ccccc3oc2=O)c1,0.3,0,0,6,-5,-6,-0.7,5,0,-1.0
CCC(C(=O)NC1CCCC1)N(Cc1ccc2c(c1)OCO2)C(=O)c1snc(C(N)=O)c1N (stereo unspecified),.,-4,-4,3,-2,-8,-0.3,-8,-7,-0.8
CN1CCC(N(C)S(=O)(=O)c2ccc(NC(=O)Cc3ccc(F)cc3)cc2)CC1,-0.5,-4,-9,15,-6,-7,-0.2,-11,-3,-0.1
CCN1CCCc2cc(CN(CCN3CCOCC3)C(=S)Nc3ccc(OC)c(Cl)c3)ccc21,-0.5,-3,13,3,-6,-9,-0.4,-6,6,2.7
O=C(c1ccco1)N1CCN(c2ccc([N+](=O)[O-])cc2F)CC1,1.2,-4,-2,0,-4,-33,0.4,-11,0,2.5
COc1ccccc1NS(=O)(=O)c1cc(NC(=O)c2sc3cc(Cl)ccc3c2Cl)ccc1C,1.3,-4,-3,3,-5,4,-0.1,-1,3,0.1
O=C(COc1ccc2ccccc2c1)NNC(=O)Cc1cccc2ccccc12,-1.2,-5,14,-2,-6,3,0.1,-1,8,1.1
CC1=NN(/C(=N\c2nnc(C)s2)Nc2ccc(C(C)(C)C)cc2)[C@H](c2ccc(C)cc2)S1,1.0,2,-7,4,14,2,0.1,6,0,5.5
CCOC(=O)c1sc2nc(C)cc(C)c2c1N,-0.2,-12,4,1,7,-13,-1.1,-3,0,2.2
Cc1ccc(/C=N\NC(=O)c2ccc3c(c2)OCO3)o1,4.9*,-8,1,2,1,-8,-0.4,-4,-3,-0.5
# Continuation:
SMILES,MsrA inhibitor,MsrA act,DNMT1 block,NRP1-CendR mod,Scp1 inh,SUMO1 PPI mod,TbMetRS inhib,eLon inh,STEP inh,LMPTP block
CCOC(=O)c1ccc(Cn2c(-c3ccccc3)nnc2-c2ccccc2)o1,-0.2,-1,-10,2,-12,3,-0.5,-6,2,2.2
COc1ccc(NC(C)=O)cc1NC(=O)CN1CCN(C(=O)c2ccco2)CC1,0.1,-5,-2,10,-11,4,-1.1,1,5,0.1
COc1cccc(CNC(=O)CCCn2ccc3cc(S(=O)(=O)N4CCCC4)ccc32)c1,-0.5,-1,-2,-3,-9,1,0.1,-3,0,-0.2
CCOC(=O)c1cc(C)[nH]c1C,-0.7,-1,-1,11,0,1,0.4,0,-2,-0.9
CCCS(=O)(=O)NC(=O)C1(C)CCN(C(=O)Cc2ccc(OC)c(OC)c2)C1 (stereo unspecified),0.2,1,3,0,.,0,-0.3,-6,1,0.4
CC(C)CC(=O)O/N=C1\C(=O)N(c2ccccc2)c2ccccc21,-0.3,-2,5,-10,-12,-14,-1.3,5,-5,-1.2
CC(=O)c1ccc(NC(=O)c2cn(-c3ccccc3)nc2-c2ccncc2)cc1,0.9,-8,-4,-12,-12,-3,-1.9,-5,1,-1.0
COc1ccc(/C=N/NC(=O)c2[nH]c3ccc(Cl)cc3c2-c2ccccc2)c(C(=O)O)c1OC,5.2*,-3,-3,-3,-3,5,0.7,-1,1,-1.9
O=C(COC(=O)c1cc[n+]([O-])cc1)NCc1ccccc1Cl,1.3,-8,-3,-4,-6,-4,-1.0,-2,0,0.2
CC(=O)Cc1cc(O)c2ccccc2c1OC(=O)c1ccccc1,0.2,-2,-11,9,-5,-2,-0.4,1,-2,3.0
